# AmpC inh detg = qHTS Inhibitors of AmpC Beta-Lactamase (assay with detergent); P00811; AmpC hydrolysis of nitrocefin, absorbance 480 nm, 0.01% Triton; Potency, µM (highest dose often 114 µM), inactives show top-dose activity change, negative = inhibition, usual class: inhibitors; actives 0.041% (n = 370,000); AID 485294, 2010;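 note: potency is the fitted concentration of half-maximal effect; 0% = no-compound wells and -100% = no-enzyme wells; nearly all actives have a fitted effect of over 25% in size; some results filed as inactive show a strong effect at the top dose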
# Target sequence (P00811 whole entry, looked up): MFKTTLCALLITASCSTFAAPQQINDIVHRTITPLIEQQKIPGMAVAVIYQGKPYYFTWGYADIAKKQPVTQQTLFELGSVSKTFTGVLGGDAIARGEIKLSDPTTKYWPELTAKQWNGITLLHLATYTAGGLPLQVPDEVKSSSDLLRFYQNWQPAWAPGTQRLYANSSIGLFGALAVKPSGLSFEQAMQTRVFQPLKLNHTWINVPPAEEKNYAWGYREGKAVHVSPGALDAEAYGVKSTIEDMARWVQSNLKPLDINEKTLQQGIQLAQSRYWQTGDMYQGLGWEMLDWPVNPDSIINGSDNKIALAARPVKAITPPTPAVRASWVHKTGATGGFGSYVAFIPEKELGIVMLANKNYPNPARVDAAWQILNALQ
#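 20 mM phosphate pH 7.0 + 0.01% (detergent screen) or 0.0001% Triton X-100; 5.3 nM AmpC reagent; cpd preinc 15 min RT; nitrocefin (800 uM stock) to start; A480 q20 s × 4 min; Activity was normalised to no-enzyme and no-compound control wells.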
# LmPK inhibitor = qHTS Assay for Inhibitors of Leishmania Mexicana Pyruvate Kinase (LmPK). purified LmPK, Kinase-Glo ATP luminescence, 1 h. Potency, µM (highest dose often 57.5 µM), for the others: at the highest dose activity change, negative = inhibition, usual class: inhibitors. actives 0.37% (n = 290,000); note: potency is the fitted concentration of half-maximal effect
# Target sequence (Q27686 whole entry, looked up): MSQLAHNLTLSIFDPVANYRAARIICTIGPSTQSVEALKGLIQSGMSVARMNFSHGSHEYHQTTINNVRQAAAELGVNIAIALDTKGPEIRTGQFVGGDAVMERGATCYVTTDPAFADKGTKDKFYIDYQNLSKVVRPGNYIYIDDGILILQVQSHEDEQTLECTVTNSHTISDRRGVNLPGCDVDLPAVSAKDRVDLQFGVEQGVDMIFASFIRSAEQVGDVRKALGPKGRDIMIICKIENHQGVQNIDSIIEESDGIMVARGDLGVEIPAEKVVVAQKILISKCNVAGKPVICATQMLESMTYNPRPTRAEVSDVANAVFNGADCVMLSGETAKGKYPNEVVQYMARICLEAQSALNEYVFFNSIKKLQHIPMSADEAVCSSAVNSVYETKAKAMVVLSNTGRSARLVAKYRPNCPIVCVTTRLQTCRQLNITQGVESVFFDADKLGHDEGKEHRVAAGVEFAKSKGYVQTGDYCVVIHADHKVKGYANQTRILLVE
#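 Purified LmPK (0.1 nM) with 0.5 mM PEP and 0.1 mM ADP in imidazole buffer pH 7.2 with MgCl2/KCl, 1 h at room temperature. ATP formed was read by luciferase luminescence and normalized to no-enzyme and uninhibited controls.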
# HCMV antiviral = qHTS Assay for inhibitors of the human cytomegalovirus (HCMV); activity change, negative = inhibition, % at 57.5 µM; HFF cells, HCMV-luciferase reporter, 72 h; active compounds read low; actives 4.5% (n = 410,000); in the data active = activity change below about -60%; inconclusive = no clear call, values can overlap the other calls; inactive = above about -39%
#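 Steps: HFFs plated, 16 h 37C; compounds added; HCMV-luciferase added to MOI 1 PFU/cell; 72 h 37C; OneGlo reagent, 5 min room temperature; luminescence read, normalized to controls.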
# AMA1 RON2 block = qHTS for Inhibitors of AMA1-RON; Towards Development of Antimalarial Drug Lead: Primary Screen | Plasmodium falciparum AMA1 (3D7) - RON2 peptide interaction | AlphaScreen AMA1-biotinylated RON2 peptide binding | Potency, µM (titrated, usually from 58.2 µM), for inactives: at the top dose activity change, negative = inhibition, usual class: inhibitors | actives 0.2% (n = 360,000) | AID 720542, 2013;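 note: potency is the fitted concentration of half-maximal effect; 0% = vehicle wells and -100% = peptide control; nearly all actives have a fitted effect of over 45% in size; some results filed as inactive show a strong effect at the top dose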
#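 AMA1 (3D7) with his tag at 25 nM final met compounds first, then biotinylated RON2 peptide at 25 nM; detection used donor plus acceptor beads, 10 µg/mL apiece, read by AlphaScreen after 30 min at room temperature.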
# HCV inhibitor = qHTS Assay for Inhibitors of Hepatitis C Virus (HCV); AID 651820, 2012; Potency, µM (titrated, usually from 41.8 µM), for inactives: at the highest dose activity change, negative = inhibition, most hits filed as inhibitors; actives 3.4% (n = 340,000); Huh7.5.1 HCVcc-Cre infection, luciferase reporter, 44 h; note: potency is the fitted concentration of half-maximal effect
#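 HCVcc-Cre virus at an moi near 0.5 was added right after compound to cells cultured 4 h from seeding (1,000 cells/well). Luciferase activity was determined 44 h later, 15 min after substrate addition at RT.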
# AmpC no deterg = qHTS Inhibitors of AmpC Beta-Lactamase (assay without detergent); Potency, µM (highest dose often 57.1 µM), without a hit: at the highest dose activity change, negative = inhibition, usual class: inhibitors; AmpC nitrocefin hydrolysis, absorbance 480 nm, 0.0001% Triton; P00811; actives 0.52% (n = 330,000);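 note: potency is the fitted concentration of half-maximal effect; plate controls were no compound for no effect and no enzyme for full effect; nearly all actives have a fitted effect of over 20% in size; some results filed as inactive show a strong effect at the top dose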
#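 AmpC (5.3 nM in the dispensed reagent) in 20 mM phosphate pH 7.0 with 0.01% (detergent screen) or 0.0001% Triton X-100 was preincubated with compounds for 15 min at room temperature. Nitrocefin was then added from an 800 uM solution, and hydrolysis was followed at 480 nm.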
# Tb PYK inh = qHTS of Trypanosoma Brucei Inhibitors; pyruvate kinase (Trypanosoma brucei), Q57TT1; TbPYK enzyme, Kinase-Glo Plus ATP luminescence, 45 min; Potency, µM (titrated, usually from 76.8 µM), without a hit: at the highest dose activity, negative = inhibition, actives largely listed as inhibitors; actives 0.12% (n = 410,000); AID 624173, 2012; note: potency is the fitted concentration of half-maximal effect; nearly all actives have a fitted effect of over 50% in size
#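 Readout: single end-point luminescence (Kinase-Glo Plus, 10 min). Reaction conditions were TbPYK/substrate plus 130 uM ADP, 45 min at RT, pH 7.2 TEA buffer. No-enzyme wells served as controls, and data were normalized before concentration-response fitting.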
# Starred values were filed as active, the others as inactive; ? = inconclusive; . = not tested or not shown; & = joins results of further samples; [ ] = remark or other dose. Unless noted, calls come from the whole dose curve; as a rule, active = well fitted curve in the direction sought with a large enough effect; inconclusive = small, poorly fitted or top-dose-only effect, or another doubt; inactive = no such curve, though single readings can be large; an effect the other way counts as inactive or inconclusive. Unless noted, % is set by controls: 0 for no effect and ±100 for the full control effect.
compound,AmpC inh detg,LmPK inhibitor,HCMV antiviral,AMA1 RON2 block,HCV inhibitor,AmpC no deterg,Tb PYK inh
COCC(=O)NCCc1nc(-c2ccccc2)cs1,-14%,1%,-29,0%,-18%,-6%,3%
CCCn1nc(C(=O)Nc2ccc3nc(N4CCOCC4)sc3c2)ccc1=O,-11%,.,-76*,-25%,?,71%[activator],-2%
COc1ccc(NC(=S)N2CCC(C(=O)c3ccc(F)cc3)CC2)cc1,.,.,10,0%,?,.,-2%
COc1ccc(OC)c(NC(=O)c2cc(C3CC3)nc3c2c(C)nn3-c2ccc(C)cc2)c1,23%,.,21,.,.,.,2%
Cc1ccc(-n2c(=O)c3c(c4cc(C)ccc4n3C)n(CC(=O)Nc3cc(C)cc(C)c3)c2=O)cc1,-3%,.,9,.,.,.,4%
O=C(COC(=O)c1ccccc1Br)Nc1nnc(-c2ccccc2)o1,?,.,-16,75%[activator],-2%,-49%,1%
O=c1[nH]c2ccccc2n1CCCSc1cnc2ccccc2n1,?,3%,?,-5%,3%,-9%,8%
COc1ccc(F)cc1-c1cc(NC=O)c2ncc(-c3cc(OC)c(OC)c(OC)c3)n2c1,.,.,-76*,-1%,.,.,-2%
CCOC(=O)c1c(-c2ccc(C)cc2)csc1NC(=O)c1cc(-c2ccc(OC)cc2)on1,3%,.,1,.,.,.,1%
O=C1NN(c2cccc(Br)c2)C(=O)/C1=C/c1ccc(-c2cc([N+](=O)[O-])ccc2O)o1,-12%,?,.,-7%,12%,-56%,-9%
CC(C)(C)c1ccc(-c2nnc(SCCN3C(=O)c4ccccc4C3=O)o2)cc1,-6%,-4%,24,8%,0%,16%,4%
COc1ccc(C2=NCCNC(C(F)(F)F)=C2)cc1,?,1%,68,8%,0%,-27%,-1%
CCN(C[C@H]1N[C@@](CC)(C(=O)OC)[C@H]2C(=O)N(C)C(=O)[C@@H]12)C(C)=O,.,.,-4,14%,-5%[8.37 µM],-15%,3%
CCOC(=O)C1SC2(C(F)F)CC1(O)c1c(c(OC)c3occc3c1OC)O2 (stereo not drawn),?,1%,3,0%,-18%,9%,7%
CCOC(=O)Cc1csc(NC(=O)c2ccoc2C)n1,0%,14µM*,60,9%,?,-21%,-27%
CCOC(=O)CSc1nnc(CNC(=O)Cc2ccccc2)n1-c1ccccc1OC,-1%,1%,-27,1%,-1%,26%,-18%
O=C(O)C(=O)/C(=C\c1ccc([N+](=O)[O-])cc1)c1ccc2ccccc2n1,1%,-3%,115,4%,8%,-27%,-4%
O=C(Nc1cccc(S(=O)(=O)N2CCCCC2)c1)c1cc([N+](=O)[O-])ccc1N1CCOCC1,-13%,.,-32,?,-7%,1%,-2%
CCn1nc(C)cc1C(=O)NC1CCCc2c1cnn2-c1cc(F)cc(F)c1 (stereo not drawn),4%,-5%,?,14%,.,104%[activator],-7%
Cc1cc(C)cc(C(=O)NCC(=O)OCc2cc([N+](=O)[O-])cc3c2OCOC3)c1,?,-3%,-38,-10%,-11%,-4%,-2%

# 3 entries drawn at random from the list so far:
compound,AmpC inh detg,LmPK inhibitor,HCMV antiviral,AMA1 RON2 block,HCV inhibitor,AmpC no deterg,Tb PYK inh
CCOC(=O)c1c(-c2ccc(C)cc2)csc1NC(=O)c1cc(-c2ccc(OC)cc2)on1,3%,.,1,.,.,.,1%
COc1ccc(F)cc1-c1cc(NC=O)c2ncc(-c3cc(OC)c(OC)c(OC)c3)n2c1,.,.,-76*,-1%,.,.,-2%
Cc1ccc(-n2c(=O)c3c(c4cc(C)ccc4n3C)n(CC(=O)Nc3cc(C)cc(C)c3)c2=O)cc1,-3%,.,9,.,.,.,4%

# (more compounds)
compound,AmpC inh detg,LmPK inhibitor,HCMV antiviral,AMA1 RON2 block,HCV inhibitor,AmpC no deterg,Tb PYK inh
COc1cccc(C2=NOC(C(=O)NCc3cccnc3)C2)c1 (stereo not drawn),1%,-1%,-15,0%,-7%,3%,-2%
Cc1ccc(NC(=O)C2C3C=CC4(O3)C2C(=O)N(CCCN2CCCC(C)C2)C4C(=O)NC2CCCCC2)cc1 (stereo not drawn),?,7%,-17,0%,-1%,-10%,6%
O=C(CCn1ccc2cc(S(=O)(=O)N3CCCC3)ccc21)NCc1cccc(F)c1,-5%&0%,-4%,-2&-9,11%,?,-7%,-23%&-7%
COc1ccc(N=C(N(C)C)P(=O)(N(C)C)N(C)C)cc1,?,1%,10&3,-12%&10%,13%&6%,28µM*,-4%&8%
O=C(NN1CCOCC1)c1cccc(Cl)c1,-3%,6%,-24,-1%,22%,-14%,1%
O=c1[nH]c2ccccc2c2ccc(Cl)cc12,.,.,-11,-9%,?,.,-7%
O=C(NNC(=O)c1cnccc1C(F)(F)F)c1ccc(Cl)cc1,0%,4%,3,58%[activator],2%,4%,-3%
Cn1cc(C(=O)NCCc2ccccc2)c(=O)c2cc(S(=O)(=O)N3CCCCC3)ccc21,1%,.,18,.,.,.,10%
CCOC(=O)Nc1ccc2c(c1)nc(CN1CCOCC1)n2C,?,-4%,45,22%,9%,-13%,6%
CN(CC(=O)Nc1ccc(F)cc1)C(=O)COC(=O)/C=C/c1cccs1,?,.,18,-15%,?,-24%,-4%
CC/C(=N\NC(=O)c1nnn(-c2nonc2N)c1CN(C)c1ccccc1)c1ccccc1,?,-7%,-18,58%[activator],12%,-37%,9%
Cc1ccc(CN2C(=O)CCC2C(=O)NCCCN2CCC(C)CC2)cc1 (stereo not drawn),?,3%,-12,24%,?,-38%,4%
OC(c1ccccc1)(c1ccccc1)C1CN2CCC1CC2 (stereo not drawn),6%,-2%,-15,16%,?,-14%,-6%&-6%
CCc1cccc(C)c1NC(=O)CSc1nc2c(c(=O)[nH]1)CCC2,0%,.,-7,.,.,.,-3%
CC(NC(=O)CSc1ncnc2nc[nH]c12)c1ccccc1 (stereo not drawn),-4%,1%,19,65%[activator],9%,-14%,4%
Oc1ccccc1CNc1ncc(Br)cc1Br,-2%,-2%,23,1%,?,-40%,-9%
CC(C)(O)C(=O)NNC(=S)Nc1ccc(F)c(Cl)c1,-14%,8%,-21,72%[activator],1%,-52%,-20%
O=C1CC(C(=O)NCc2ccccc2)C2(CCCC2)O1 (stereo not drawn),0%,-2%,-14,-7%,25%,-9%,-12%
Cc1ccc([N+](=O)[O-])c2c1C(N1CCCC1)C(C)(C)O2 (stereo not drawn),?,-4%,-33,-5%,-22%,68%[activator],-20%
Cc1ccccc1NS(=O)(=O)c1ccc(C(=O)N2CCN(c3ccccc3O)CC2)cc1,1%,1%,-9,11%,?,37%,5%

compound,AmpC inh detg,LmPK inhibitor,HCMV antiviral,AMA1 RON2 block,HCV inhibitor,AmpC no deterg,Tb PYK inh
Cc1noc(C)c1COc1ccc(C(=O)OCC(=O)c2ccc3c(c2)OCCO3)cc1,-2%,0%,35,-21%,13%,-20%,-5%
CCCCCCC1CCC(C(=O)N2CCOCC2)CC1 (stereo not drawn),-13%,13%,35,5%,1%,90%[activator],-6%
Fc1ccc(-c2nc(-c3cccs3)no2)cc1,9%,-27%,?,7%,10%,-15%,-19%
Clc1ccc2[nH]c3c(NCCN4CCOCC4)ncnc3c2c1,3%,5%,-10,-5%,?,-41%,1%
COc1ccc(-c2nn3c(-c4ccccn4)nnc3s2)cc1OC,?,2%,7,17%,-29%,-21%,1%
Cc1ccc(N2C(=O)CC(N3CCN(S(=O)(=O)c4ccccc4)CC3)C2=O)c(C)c1 (stereo not drawn),-15%,-1%,-35,19%,14%,66%[activator],1%
Cc1ccc(Cl)cc1NC(=O)c1ccc2snnc2c1,19%,.,-31,.,.,.,-10%
CC1(C)NC(=O)N(CC(=O)N2CCN(c3cccc(C(F)(F)F)c3)CC2)C1=O,?,.,-27,-10%,7%,4%,-8%
O=C(OCC(=O)N1CCN(C(=O)c2ccco2)CC1)c1ccccc1C(=O)c1ccc(Cl)cc1,-16%,2%,4,-6%,-3%,117%[activator],-4%
C1CN(CC23CC4CC(CC(C4)C2)C3)CCO1,-3%,0%,4,-5%,5%,-14%,5%
CCCSc1ncccc1C(=O)O,-3%,7%,19,-3%,22%,-9%,3%
COC(=O)c1c(NC(=O)CN2CCN(c3ccccc3Cl)CC2)sc(C)c1C,-15%,-8%,-4,-3%,3%,-20%,6%
CCCCCc1cc(O)c2c3c(c(=O)oc2c1)CN(C)CC3,4%,-15%,-34,-4%,10µM*,-15%,3%
COC(=O)[C@H](C)NC(=O)NC1CCN(Cc2ccccc2)CC1,-1%,-5%,-21,-23%,1%,-11%,2%
CCN(CC)CCCNC(=O)Cn1nc(N2CCN(c3ccccc3OC)CC2)ccc1=O,-5%,.,-3,.,.,.,0%
Cc1cc(C)cc(NC(=O)Nc2ccc(-n3ccc(C(F)(F)F)n3)cc2)c1,4%,4%,7,7%,?,-36%,1%
CCOC(=O)C1=C(C)OC(N)=C(C#N)C1c1cc2c(cc1Br)OCO2 (stereo not drawn),?,7%,0,?,12%,-8%,-3%
Cc1ccc2nc(-c3ccc(-c4cccc(Cl)c4)cc3)c(NCc3ccccc3)n2c1,0%,.,24,6%,-28%,-13%,1%
O=C(/C=C/c1ccccc1)Nc1cc(-c2nc3ccccc3o2)ccc1Cl,21%,.,44,.,.,.,0%
COc1ccc(C2NC(=O)CCC2[N+](=O)[O-])c(OC)c1OC (stereo not drawn),-4%,-3%,-5,4%,12%,-2%,4%

compound,AmpC inh detg,LmPK inhibitor,HCMV antiviral,AMA1 RON2 block,HCV inhibitor,AmpC no deterg,Tb PYK inh
Cc1c(C(=O)Nc2ccncc2)sc2nc(-c3ccccc3)cn12,?,-19%,-36,15%,3.5µM*,16%,2%
COc1cc2cnc(-c3ccsc3)cc2cc1OC,.,.,44,-9%,?,24%,1%
NC1=NC2(CCCCC2)N=C(Nc2ccc(F)cc2F)N1,-13%,-2%,28,16%,3%,-30%,1%
CC(C)n1cnc2c(Nc3cccc(F)c3)nc(NCCO)nc21,3%,2%,-7,14%,-21%,-24%,4%
Cc1sc2ncnc(N3CCC(C(=O)Nc4ccc(C#N)c(Cl)c4)CC3)c2c1C,-7%,.,-33,-6%,-11%,65%[activator],-9%

# Screens deposited in PubChem BioAssay by National Center for Advancing Translational Sciences (NCATS).
